High-throughput results (PubChem)
GSIS activator = primary screen for activators of insulin secretion dependent on glucose, INS-1E cells, GLuc reporter luminescence | INS-1E GLuc reporter insulin secretion, 2-3 h | activation, % at 16.6 µM | actives 0.61% (n = 370,000);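 active means lowest replicate activation of at least 40%, so every replicate reaches that level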;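 further: 0% = median of neutral control wells and 100% = median of IBMX positive control wells; some compounds called inactive have numbers as strong as hits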
ARNT-TACC3 inh = disrupts binding between human ARNT and TACC3. Q9Y6A5. AlphaScreen His-ARNT PAS-B/GST-TACC3 binding, luminescence; TACC3 fragment carries E629A point mutation. inhibition, % at 9.99 µM. actives 0.66% (n = 390,000);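 active means mean inhibition of replicates at least 50% and at least half of replicates each reaching 50%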;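 further: 0% = complete ARNT plus TACC3 wells and 100% = ARNT alone without TACC3; many hits fall short of the cut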
Cneo AK release = Cryptococcus neoformans lysis via adenylate kinase release | C. neoformans lysis, adenylate kinase release luminescence, 4 h; normalised: neutral wells 0, clomiphene wells 100 | lysis activity, % at 15 µM | actives 0.2% (n = 360,000) | AID 651654;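 active means mean lysis activity across replicates of at least 80%, whatever share of replicates individually reach that level; inactive means mean lysis activity below 80%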
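Material: C. neoformans cells | Amount: Yeast cell density of 5 × 10^6 cells/mL | Medium: Fresh YPD growth medium | Dosing: Single dose | Times: Static 4 h at 37 °C with compound, 1 h detection | Detection: AK luminescence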
PGC1a acetyl inh = PGC1a acetylation modulation, inhibitor mode. U2OS PGC1a acetylation, AlphaScreen anti-acetyl-lysine; with virally co-expressed GCN5 acetyltransferase. inhibition, % at 15.6 µM. actives 0.17% (n = 350,000). AID 651687;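 active means every replicate shows inhibition of at least 40%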;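 further: 0% = neutral control wells and 100% = positive control wells; some results beyond the cut were filed as inactive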
PAX8 reporter = inhibitors of PAX8 transcriptional activity in RMG-I cells. RMG-I TPO-luciferase reporter, SteadyGlo, 24 h. inhibition, % at 12.6 µM. actives 1.2% (n = 360,000). AID 652154;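 active means mean replicate inhibition at least 60% with every replicate also reaching 60%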;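 further: luciferase light reporting Pax8 driven TPO promoter activity; plate controls were median of neutral control wells for no effect and mitoxantrone controls for full effect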
PglD DTNB = PglD (C. jejuni) enzyme inhibition; inhibition, % at 12.5 µM; actives 0.098% (n = 360,000); AID 602405; purified PglD enzyme, DTNB colorimetric CoA detection; in the data active means inhibition above about 16%, passing the limit was not always enough; further: strong numbers were not always called active
C2C12 statin = protects C2C12 myotubes from simvastatin toxicity. ATP luminescence, 48 h; scaled: DMSO 0, geranylgeraniol control 100. rescue of ATP level, % at 7.49 µM. actives 0.78% (n = 330,000);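 active means mean ATP rescue above about 67%, or every replicate alone reaching that limit, limit read from the data, passing the limit was not always enough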;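 further: myotubes were challenged with 10 µM simvastatin during compound exposure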
LGR2 antag = blocks bursicon-induced cAMP signaling via Drosophila LGR2 | HEK293 LGR2, CRE-luciferase, bursicon-stimulated, 4 h | inhibition, % at 9.99 µM | actives 0.35% (n = 380,000) | AID 720647;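 active means drop in luminescence signal, shown as inhibition above about 50% in the replicate tests, limit read from the data, passing the limit was not always enough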;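 further: agonist challenge used bursicon conditioned medium at about half maximal strength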
Active calls of the source: *; · = no result given; & = joins results of further samples; ! = a repeat was not active.

SMILES	GSIS activator	ARNT-TACC3 inh	Cneo AK release	PGC1a acetyl inh	PAX8 reporter	PglD DTNB	C2C12 statin	LGR2 antag
C[C@@H]1CN([C@H](C)CO)C(=O)Cc2cc(NS(=O)(=O)c3ccccc3)ccc2O[C@H]1CN(C)S(C)(=O)=O	12	-6	2	7	-34	-1	-11	5
Cc1nc2ccc(N=NC3=C(O)CC(C)(C)CC3=O)cc2s1	5	-6	3	·	8	-7	4	-38
CN(C)Cc1cn(CC[C@H]2CC[C@H](NS(=O)(=O)c3ccccc3)[C@@H](CO)O2)nn1	13	-3	5	-3	·	-1	-3	0
COc1cc(SSc2cc(OC)cc([N+](=O)[O-])c2N)c(N)c([N+](=O)[O-])c1	5	24	-2	·	2	-7	9	7
CCn1c(SCC(=O)Nc2ccc(S(=O)(=O)Nc3onc(C)c3C)cc2)nnc1-c1ccccc1	·	5	1	14	·	1	-6	·
CCOc1ccc(-c2csc(C3COc4ccccc4O3)n2)cc1 (configuration not stated)	1	1	2	-6	·	-1	-12	-61
CC(=O)N(C)C[C@H]1Oc2ncc(C#C[C@H](C)O)cc2C(=O)N([C@H](C)CO)C[C@H]1C	0	0	-8	2	·	2	0	20
O=S(=O)(Nc1ccccc1-c1ccccc1)c1ccccc1	-16	1	3	-11	11	-2	7	16
O=C(CNS(=O)(=O)c1cccc(Br)c1)NCCCc1ccccc1	-39	7	2	·	-3	3	-3	-6
NC1=NC[C@H](Cc2ccc(O)cc2)N1CCCCC1CCCCC1	·	7	5	·	44	-1	-154	·
CC(=O)C1=C(O)C(=O)N(C)C1c1ccccc1[N+](=O)[O-] (configuration not stated)	1	6	·	7	24	·	3	-9
CC(=O)NC(Cc1cccc(C)c1)C(=O)NC1CCN(c2ncccc2[N+](=O)[O-])CC1 (configuration not stated)	15	-1	-7	4	6	-5	·	-15
CCOc1ccc2nc(NC(=O)COc3ccc(N(C)S(=O)(=O)c4ccc(C)cc4)cc3)sc2c1	4	-5	0	-5	0	5	-16	-1
Cc1ccc(S(=O)(=O)N(C)c2ccc(OCC(=O)Nc3nc4c(ccc5ccccc54)s3)cc2)cc1	-3	-3	·	·	-27	·	·	-7
N#CCC(=O)Nc1ccc(C(=O)OCC(=O)c2c[nH]c3ccccc23)cc1	·	-9	-2	-4	·	3	-1	-27
CC(=O)N1C(=O)C2(C(C#N)=C(N)Oc3c2c(C)nn3-c2ccccc2)c2ccccc21 (configuration not stated)	·	6	-3	1	·	0	12	·
C[C@H](N)c1nnc(SCc2ccc(Cl)cc2Cl)o1	·	-1	2	·	·	2	0	·
CCN(CC)CCNC(=O)c1cc(Br)c(N)cc1OC	·	-1	-1	1	-9	-6	-2	·
COc1cccc(/C=N/Nc2ncnc3scc(-c4ccccc4)c23)c1O	-13	41	·	·	76*	·	·	23
COC(=O)CNC(=O)c1c(-c2c(Cl)cccc2Cl)noc1C	17	-3	-5	1	·	1	16	6
CCn1c(COc2ccccc2)nnc1SCC(=O)NC1CCCCC1	·	9	2	-6	·	5	3	·
CS(=O)(=O)N1C[C@H](O)COC[C@H]2O[C@@H](CC(=O)NCc3ccccc3)CC[C@@H]21	4	-2	-3	2	-14	-2	-1	2
O=C(CC1CCCCC1)NCc1cn2ccsc2n1	·	-2	1	·	·	9	2	·
O=S(=O)(NCc1cn2ccccc2n1)c1cccs1	2	-4	1	-8	-45	-3	-1	-31
COc1ccc(Cn2c(=O)[nH]c3cc(C(=O)N4CCN(c5ccccc5OC)CC4)ccc3c2=O)cc1	·	-4	2	·	·	-1	10	·

Ordered by length of the SMILES (smallest number first): part of the list above.
SMILES	GSIS activator	ARNT-TACC3 inh	Cneo AK release	PGC1a acetyl inh	PAX8 reporter	PglD DTNB	C2C12 statin	LGR2 antag
O=C(CC1CCCCC1)NCc1cn2ccsc2n1	·	-2	1	·	·	9	2	·
CCN(CC)CCNC(=O)c1cc(Br)c(N)cc1OC	·	-1	-1	1	-9	-6	-2	·
CCOc1ccc(-c2csc(C3COc4ccccc4O3)n2)cc1 (configuration not stated)	1	1	2	-6	·	-1	-12	-61
NC1=NC[C@H](Cc2ccc(O)cc2)N1CCCCC1CCCCC1	·	7	5	·	44	-1	-154	·

(listing goes on)
SMILES	GSIS activator	ARNT-TACC3 inh	Cneo AK release	PGC1a acetyl inh	PAX8 reporter	PglD DTNB	C2C12 statin	LGR2 antag
Cc1noc(C)c1NC(=O)N(C)C[C@H]1OCCCC[C@@H](C)Oc2ccc(NC(=O)NC(C)C)cc2C(=O)N([C@H](C)CO)C[C@@H]1C	5	11	4	1	-7	2	·	-21
Cc1cccc(-c2nsc(SCC(=O)c3ccc(Cl)cc3)n2)c1	-11	13	·	·	-2	·	·	-6
O=C(NCC1CCCCC1)[C@@H]1[C@@H](CO)[C@@H]2Cn3c(cccc3=O)[C@H]1N2C(=O)c1cccnc1	7	-2	-1	·	·	-1	8	0
CN(C)CCCOC(=O)COc1ccc(C(C)(C)C)cc1	6	-10	·	·	1	·	·	3
Cc1cc(C(=O)NNC(=O)c2sccc2C)c(C)o1	35	-5	-2	·	-72	1	13	-6
C[C@@H]1CN([C@@H](C)CO)C(=O)c2cc(C#Cc3ccc(F)cc3)cnc2O[C@H]1CN(C)Cc1ccccn1	9	18	10	-15	·	-3	·	-9
CCN(CC)/C(Sc1ccccc1)=C(\C(Cl)=C(Cl)Cl)[N+](=O)[O-]	21	-2	·	·	6	·	·	29
Cc1ccc(C)n1-c1ccc(C(=O)Nc2ccccc2F)cc1	-11	-2	·	4	-81	·	·	-31
Cc1cc(C)cc(NC(=O)NCc2nnc(SCc3ccccc3)n2C)c1	·	-14	-1	-3	18	-1	·	·
COC(=O)NC(C)N1C(=O)C2C3C=CC(C3)C2C1=O (configuration not stated)	12	-1	·	-2	14	·	·	-5
CCN(CC)c1cccc(OC2=NS(=O)(=O)c3ccccc32)c1	·	0	-4	-3	·	·	1	·
O=C(CNS(=O)(=O)c1ccc(Br)cc1)Nc1ccc2c(c1)OCCO2	8	-8	-6	·	15	11	·	-15
COc1ccc(NC(=O)N(C)C[C@H]2OCCCC[C@@H](C)Oc3ccc(NC(=O)C4CCCCC4)cc3C(=O)N([C@H](C)CO)C[C@H]2C)cc1	-6	-6	-4	-20	·	4	·	4
CC(C)OCCCNC(=O)c1cc2c(s1)CS(=O)(=O)C2	5	-2	-1	2	·	-7	47	9
CS(=O)(=O)Nc1ccc(N2CCN(c3ccc(C(F)(F)F)cn3)CC2)nc1	4	10	1	-14	9	-5	·	22
CCSc1nnc(-c2cccnc2)n1Cc1ccco1	·	-6	-4	6	·	-2	2	·
CC(C)CC(=O)NNC(=S)NCc1ccco1	11	-18	·	6	-5	·	·	1
O=C(Nc1cccc(NC(=O)c2ccc(Br)cc2)c1)c1ccccc1	7	-3	3	6	-29	-4	3	16
COc1ccc(NC(=O)C2CCCN(S(=O)(=O)c3ccc4c(c3)CCCN4C(C)=O)C2)cc1Cl (configuration not stated)	-13	4	3	-16	28	4	5	1
CCOC(=O)N1CCN(C(=O)c2cc(-c3ccc(F)cc3)[nH]c2C)CC1	·	2	-2	0	1	2	14	·
CCc1ccccc1NC(=O)NCc1cccnc1	3	-3	-3	·	15	-1	·	16
COc1ccccc1-c1ccc([C@@H]2[C@@H](CO)N3CCCCN(S(=O)(=O)c4cn(C)cn4)C[C@@H]23)cc1	-12	3	-2	-8	5	-16	2	4
COCCSc1nnc(NS(=O)(=O)c2ccc(C)cc2)s1	-1	1	-1	-5	23	-3	0	1
Cc1noc(C)c1NC(=O)Nc1cccc2c1O[C@H](CN(C)S(=O)(=O)c1ccc(F)cc1)[C@@H](C)CN([C@H](C)CO)C2=O	12&-11	-3&14	-3&1	10&20	-5	-1&-4	81*!	-10&-10
CN1C(=O)c2cc(NS(=O)(=O)c3ccccc3F)ccc2OC[C@H]2O[C@H](CC(=O)NC3Cc4ccccc4C3)CC[C@H]21	-2	-5	-2	·	-2	0	-19	-28

New compounds follow
SMILES	GSIS activator	ARNT-TACC3 inh	Cneo AK release	PGC1a acetyl inh	PAX8 reporter	PglD DTNB	C2C12 statin	LGR2 antag
O=c1[nH]c(=S)c2ncn(-c3ccccc3)c2[nH]1	·	·	3	-15	-2	0	·	·
CC1(C)S/C(=N/N=C/c2cccs2)NC1=O	·	5	-7	4	·	1	3	·
CC1CC1C(=O)OCC(=O)Nc1cc(S(=O)(=O)N2CCCCC2)ccc1Cl (configuration not stated)	-12	-58	0	2	2	-4	-7	6
COc1ccc(N2CCN(C(=O)c3cc(=O)c4cc(C)ccc4o3)CC2)cc1	-11	-5	-1	0	-6	4	7	7
CC1=C2C(CCS2(=O)=O)CC2(C1)C(=O)OC(C)(C)OC2=O (configuration not stated)	·	-4	-2	11	·	-4	16	·
CC1(NC(=S)NCCCCCCNC(=S)NC2(C)CCS(=O)(=O)C2)CCS(=O)(=O)C1 (configuration not stated)	·	-4	-1	5	13	2	·	1
Nc1cccnc1Sc1cccc(Cl)c1	·	0	1	1	·	2	3	·
O=C(CCNC(=O)Cn1ccc2ccccc2c1=O)NCCC1=CCCCC1	7	6	·	3	17	·	7	-8
CCCN(C)C[C@H]1Oc2cc(C#Cc3ccccc3OC)ccc2S(=O)(=O)N([C@@H](C)CO)C[C@H]1C	22	-3	-6	-8	·	2	-8	1
COc1ccc(C(C)(O)c2nc(-c3cccc(C(F)(F)F)c3)cs2)cc1 (configuration not stated)	-28	·	-8	11	0	-2	-3	7
Cn1c(CCN2CCN(c3ccccc3)CC2)nc2cc(NC(=O)c3ccco3)ccc21	·	2	-1	-4	·	0	-9	·
COc1ccccc1-c1ccc2c(c1)O[C@@H](CN(C)C(=O)c1cccnc1)[C@@H](C)CN([C@H](C)CO)S2(=O)=O	24	-9	0	-7	-31	1	-5	1
COc1ccc(NC(=O)Nc2nnc(Cc3ccccc3)s2)cc1	1	6	-2	·	-13	-1	1	1
CCOC(=O)N1CCN(C(=O)CN2C(=O)c3ccccc3S2(=O)=O)CC1	-2	·	0	·	-6	0	-15	-24
CCCCN(C(=O)CCSc1ccc(F)cc1)c1c(N)n(Cc2ccccc2)c(=O)[nH]c1=O	6	1	·	-3	·	·	-3	-15
CCC(=O)Nc1ccc2c(c1)OC[C@H](C)N(Cc1ccccc1C(=O)O)C[C@@H](C)[C@H](OC)CN(C)C2=O	5	0	-2	9	-1	5	-3	3
Cn1nc(NC(=O)C2CCC2C(=O)O)c2c(F)cccc21 (configuration not stated)	·	-5	·	37	-9	·	-6	·
CO[C@H]1CN(C)C(=O)c2cc(NC(=O)C3CCCCC3)ccc2OC[C@@H](C)N(Cc2nccs2)C[C@@H]1C	-10	4	46	6	6	0	4	2
Cn1c(NC(=O)c2ccccc2NC(=O)C(C)(C)C)nc2ccccc21	·	·	-1	-11	-27	2	2	-13
Nc1nc2nc(-c3ccccc3)cc(=O)n2[nH]1	21	28	·	8	3	·	·	·
CCCC(=O)Nc1ccc(NC(=O)c2ccccc2OC)cn1	·	1	2	3	·	-2	·	·
CCOC(=O)c1sc2nc(C)cc(C)c2c1N	·	-18	-1	·	-28	2	-3	·
CCCNC(=O)N1[C@H](C#N)[C@@H](c2ccc(-c3cccnc3)cc2)[C@H]1CO	3	18	-1	-3	-13	1	-6	1
COc1ccc(S(=O)(=O)Nc2ccccc2N2CCOCC2)cc1[N+](=O)[O-]	47	8	·	9	13	·	·	9
O=C(CSc1ccc(-c2ccco2)nn1)c1cccc([N+](=O)[O-])c1	7	5	0	-2	-8	0	·	7
C[C@@H]1CCCCO[C@@H](CN(C)S(=O)(=O)c2ccccc2)[C@@H](C)CN([C@H](C)CO)C(=O)c2cc(NC(=O)c3ccccc3)ccc2O1	32	1	-6	-6	9	3	·	10
COc1ccc(NC(=O)N2CCCc3cccc(C)c32)cc1	25	-31	2	0	-11	6	-10	13
